GAA glycogen mod: inhibitors or activators of human alpha-glucosidase glycogen cleavage; AID 2100; recombinant GAA, glycogen substrate, Amplex Red glucose oxidase fluorescence; 300,000 compounds, 0.38% hits; P10253; Potency, µM (doses to about 76.4 µM), inactives show at the highest dose activity change, negative = inhibition, hits mostly inhibitors; active = well fitted inhibition curve with a large enough effect; inconclusive = small, poorly fitted or top-dose-only effect, or another doubt; inactive = no such curve, though single readings can be large or run the other way;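 note: 0% = full enzyme reaction and -100% = no-enzyme basal signal; the screen sought inhibitors and activators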
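Recombinant human alpha-glucosidase (4 nM final) hydrolysed bovine liver glycogen (30 ug) for 40 min at 37 C in pH 5.0 citrate/phosphate with 0.01% Tween-20. Released glucose detected by glucose oxidase/Amplex Red, Ex 573/Em 610 nm. Compounds up to 77 uM; AC50 from Hill fits.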
* = called active by the depositor; ? = inconclusive; [ ] = remark or other dose. Potency is the fitted concentration of half-maximal effect. These rows are one share of the data. The share of hits here may be higher or lower than overall.

SMILES | GAA glycogen mod
COc1cc(/C=C/C(=O)N2CCN(Cc3ccccc3)CC2)cc(OC)c1OC | 6.7%
COC(=O)c1ccc(C[n+]2ccccc2)cc1 | 19.1%[76.3 µM]
CCOCCCNC(=O)c1cc(-c2ccc(Br)s2)nc2ccccc12 | 7.2%
O=C(NCCN1CCOCC1)c1ccc2c(c1)N(Cc1ccc(Cl)cc1)C(=O)CS2 | -0.8%
COc1ccc(-c2noc3c2-c2nc(-c4ccccc4F)sc2CC3)cc1 | -1.8%[76.3 µM]
CCOC(=O)c1ccc(Oc2cn[nH]c2-c2ccc(OCC(=O)NN)cc2O)cc1 | -29.6%
CCC(CC)C(=O)Nc1nnc(CCc2ccccc2)s1 | 1.4%[76.3 µM]
O=C(c1ccc(F)cc1)C1CCN(C(=O)c2ccccc2)CC1 | -0.7%[76.3 µM]
Cc1nc(N/N=C/c2ccc(O)cc2O)cc(N2CCOCC2)n1 | ?
CC(CCc1ccccc1)NC(=O)c1ccccc1C(=O)O (centres undefined) | -5.9%
COc1ccccc1-c1c(C)oc2c(CN3CCCC(C)C3)c(O)ccc2c1=O (centres undefined) | 5.3%
CC(C)c1ccc(NC(=O)Cn2nnc(C(=O)NCc3ccco3)c2N)cc1 | -6.1%[76.3 µM]
Cc1cccc(NC(=O)C2CC(O)CN2C(=O)Oc2ccccc2)c1 (centres undefined) | 6.2%
COc1ccccc1CNC(=O)CCNS(=O)(=O)c1cc(Br)cnc1N | -11.4%[76.3 µM]
COc1ccccc1C1CCN(C(=O)c2ccc(Cl)cc2)CC1 | -0.7%
COCCNC(=O)Cc1c(C)c2cc3c(cc2oc1=O)OC(C)(C)CC3 | -4.7%
COc1ccc(C(=O)C[n+]2cc(Br)cc3ccccc32)cc1[N+](=O)[O-] | 1.1%
COC(=O)c1cccc(NC(=O)CN2C(=O)c3ccccc3C2=O)c1 | 0.1%[76.3 µM]
CCOC(=O)c1nc(NCc2ccccc2)sc1C | -17.0%[76.3 µM]
Cc1ccc(S(=O)(=O)N(C)C)cc1NC(=O)CSc1ncn[nH]1 | 5.1%[76.3 µM]
CC(=O)N1CCN(C(=O)c2ccc3c(c2)OCCO3)CC1 | -2.0%[76.3 µM]
COc1cccc(CNC(=O)C2CCN(S(=O)(=O)c3ccc(C)cc3)CC2)c1 | -9.0%
Cc1ccc2c(c1)N(CCC(=O)NCCCN1CCCC1)C(=O)CO2 | -5.7%
Cn1c2ccccc2c2nnc(SCC(N)=O)nc21 | -3.4%
Cc1oc2cc3oc(=O)c(CC(=O)NCCC(=O)O)c(C)c3cc2c1C | -8.4%
O=C(NCCS(=O)(=O)c1ccc(Br)cc1)c1ccc(Cl)cc1 | -0.4%[76.3 µM]
CCOc1ccccc1N1C(=O)CN(Cc2ccc(OC)c(OC)c2)C1=S | -3.3%
Cn1c(SCC(=O)NC2CCCC2)nnc1-c1cccs1 | -0.4%
O=C(O)CC1Sc2nnc(COc3ccc(Cl)cc3)n2N=C1c1ccccc1 (centres undefined) | 0.7%[76.3 µM]
Cc1ccc(S(=O)(=O)CC(=O)Nc2nc3ccccc3s2)cc1 | 8.0%
COc1ccccc1N1CCN(/N=C/c2ccc(C(=O)O)cc2)CC1 | -1.8%
Cc1ccc(/C=N/NC(=O)CNC(=O)c2cccs2)cc1 | -5.4%[76.3 µM]
CC1(C)Cc2c(cnn2-c2ccccc2)C(NC(=O)c2ccc[n+]([O-])c2)C1 (centres undefined) | 3.4%[76.3 µM]
COc1cc(C=O)c(-c2c(C=O)cc(OC)c3c2OCO3)c2c1OCO2 | 10.8%[76.3 µM]
C=CCN1CCN(c2ccncc2S(=O)(=O)N2CCCCC2)CC1 | -6.0%[76.3 µM]
COc1ccc(CCNC(=O)CCC(=O)N2CCOc3ccccc32)cc1OC | -3.6%[76.3 µM]
Cc1c(C(=O)N2CCN(c3ccccn3)CC2)oc2c(F)cccc12 | 4.1%[76.3 µM]
COc1ccc(CNC(=O)CN2C(=O)c3ccccc3C2=O)cc1 | 0.7%
Cc1cccn2c(=O)c3cc(S(=O)(=O)c4ccccc4)c(=N)n(Cc4ccc(F)cc4)c3nc12 | 1.1%[76.3 µM]
O=S(=O)(c1ccc(Br)cc1)N1CCN=C1SCc1cccc(F)c1 | -12.6%[76.3 µM]
Cc1cc(NC(=O)CN2C(=O)c3ccccc3S2(=O)=O)no1 | -0.5%[76.3 µM]
CC(=O)Nc1ccc2c(c1)CCc1ccccc1-2 | -0.4%
Cc1oc(-c2ccccc2Cl)nc1CS(=O)(=O)CC(=O)NCCc1ccccc1 | -11.7%[76.3 µM]
NS(=O)(=O)c1ccc(CCNC(=O)c2cc(=O)[nH]c3ccccc23)cc1 | -10.0%
Cc1c(C)c2ccc(OC(C)C(=O)N3CC[C@@]4(O)CCCC[C@H]4C3)c(C)c2oc1=O (some centres undefined) | -3.9%[76.3 µM]
CCN(C(=O)COC(=O)CN(C)S(=O)(=O)c1ccc(NC(C)=O)cc1)C1CCS(=O)(=O)C1 (centres undefined) | 5.0%[76.3 µM]
CC(=O)N1c2ccc(S(=O)(=O)N(C)CC(=O)NC3CCCC3)cc2CC1C (centres undefined) | -0.8%[76.3 µM]
COc1ccc(-c2cnnn2-c2ccc([N+](=O)[O-])cc2)cc1 | -14.5%
COc1ccc(NC(=O)C2CC(c3ccccc3O)=NO2)cc1OC (centres undefined) | 4.2%[76.3 µM]
O=C(NC1CC1)C1CCN(C(=O)c2ccc(Cl)cc2Cl)CC1 | -12.8%

Part of the list above, as comma-separated lines:
canonical_smiles,GAA glycogen mod
COc1ccc(NC(=O)C2CC(c3ccccc3O)=NO2)cc1OC (centres undefined),4.2%[76.3 µM]
O=C(c1ccc(F)cc1)C1CCN(C(=O)c2ccccc2)CC1,-0.7%[76.3 µM]
COC(=O)c1ccc(C[n+]2ccccc2)cc1,19.1%[76.3 µM]
CCOC(=O)c1nc(NCc2ccccc2)sc1C,-17.0%[76.3 µM]
CCN(C(=O)COC(=O)CN(C)S(=O)(=O)c1ccc(NC(C)=O)cc1)C1CCS(=O)(=O)C1 (centres undefined),5.0%[76.3 µM]

Further records follow:
SMILES | GAA glycogen mod
Cc1ccc(N2C(=O)N3[C@H](c4ccc(Br)cc4)[C@@H]4C(=O)N(C(C)(C)C)C(=O)[C@@H]4[C@]3(C)C2=O)cc1 | -15.2%[76.3 µM]
COc1ccc(N(CC(=O)NN=C2CCN(C)CC2)S(=O)(=O)c2ccccc2)c(OC)c1 | -3.5%
CCOc1ccccc1NC(=S)N1CCN(c2ccc(OC)cc2)CC1 | -10.3%[76.3 µM]
CCOc1ccc(N(CC(=O)N2CCN(C(=O)CN(c3ccc(OCC)cc3)S(C)(=O)=O)CC2)S(C)(=O)=O)cc1 | -5.2%[76.3 µM]
COc1cccc2c1O/C(=N\O)C(C(=O)Nc1cccc(Br)c1)C2 (centres undefined) | -7.8%
O=S(=O)(c1ccccc1)N1CCN(S(=O)(=O)c2ccc(F)cc2)CC1 | -12.6%[76.3 µM]
COc1ccc([C@]23Cc4cc(OC)c(OC)cc4C(O2)c2c(cc(-c4ccccc4)oc2=O)O3)cc1 | -7.7%[15.3 µM]
COc1cccc(C(=O)Nc2cccc(NC(=O)c3ccccc3Cl)c2)c1 | -1.3%[76.3 µM]
COc1cccc(N2C(=O)c3cccnc3C2O)c1 (centres undefined) | 0.5%
CCOc1ccc(-n2c(=S)sc3c(=O)n(-c4ccccc4)c(SC)nc32)cc1 | 1.7%
CC(NC(=O)c1ccc(CS(C)(=O)=O)cc1)c1ccc(-n2ccnc2)cc1 (centres undefined) | -2.4%[76.3 µM]
NC(=O)c1nsc(C(=O)N(Cc2ccco2)C(C(=O)NCc2ccccc2)c2ccc(O)cc2)c1N (centres undefined) | -2.2%
COc1cc(F)ccc1CN1CCC(C(=O)Nc2ccc(Oc3ccccc3)nc2)CC1 | -0.4%[76.3 µM]
COc1ccccc1CN1CCC(n2nccc2NC(=O)CCOc2ccccc2)CC1 | 2.5%[76.3 µM]
Cc1cccc([C@@H]2[C@@H]3C(=O)N(Cc4ccccc4)C(=O)[C@@H]3[C@]3(Cc4ccc(Cl)cc4)C(=O)N(c4ccc(Br)cc4)C(=O)N23)c1 | 21.1%[76.3 µM]
COc1ccc(CNC(=O)CN(Cc2ccc(F)cc2)C(=O)CCC(=O)Nc2nccs2)cc1 | 10.9%
O=C(O)C(NC(=O)C1CCCN1C(=O)OCc1ccccc1)c1ccccc1 (centres undefined) | 1.7%
COc1cc(OC)cc(C(=O)NCCCNC(=O)c2ccccn2)c1 | -1.2%[76.3 µM]
CCCC[C@H]1COCCS(=O)(=O)N1Cc1ccc(Br)cc1 | 2.5%[76.3 µM]
COc1ccc(Nc2ncnc3ccc(C)cc23)cc1 | -3.5%[76.3 µM]

In the list so far, these have a COOH group.
SMILES | GAA glycogen mod
CC(CCc1ccccc1)NC(=O)c1ccccc1C(=O)O (centres undefined) | -5.9%
Cc1oc2cc3oc(=O)c(CC(=O)NCCC(=O)O)c(C)c3cc2c1C | -8.4%
O=C(O)CC1Sc2nnc(COc3ccc(Cl)cc3)n2N=C1c1ccccc1 (centres undefined) | 0.7%[76.3 µM]
COc1ccccc1N1CCN(/N=C/c2ccc(C(=O)O)cc2)CC1 | -1.8%
O=C(O)C(NC(=O)C1CCCN1C(=O)OCc1ccccc1)c1ccccc1 (centres undefined) | 1.7%

Next section
SMILES | GAA glycogen mod
Cc1ccccc1NC(=O)NC1CCCCCCC1 | 2.6%[76.3 µM]
COc1ccccc1S(=O)(=O)Cc1ccc(C(=O)NCc2ccc(C)cc2)o1 | 2.7%[76.3 µM]
CC1(C)CC(=O)C2=C(C1)OC(N)=C(C#N)C2c1ccc2c(c1)OCO2 (centres undefined) | -15.0%[76.3 µM]
Cc1cc(NC(=O)[C@H](C)NC(=O)c2ccco2)ccc1Br | -4.7%
COCCNC(=O)[C@H]1N2C(=O)c3ccccc3C2SC1(C)C (some centres undefined) | 3.5%
O=C(Nc1cccc(S(=O)(=O)N2CCCC2)c1)c1ccccc1OC(F)F | -2.7%[76.3 µM]
CC1(C)CC(NC(=O)C2CCCCC2)CC(C)(C)N1 | -4.0%[76.3 µM]
COc1cc(OC)c(OC)cc1CN(C)CC1CCCN(CCc2ccccc2F)C1 (centres undefined) | 0.6%[76.3 µM]
COc1ccc(Cl)cc1S(=O)(=O)N1CCC(C(=O)NCC2CCCO2)CC1 (centres undefined) | -4.3%[76.3 µM]
O=C(Nc1ccc2c(c1)OCCO2)C1CC(O)CN1C(=O)Nc1ccccc1 (centres undefined) | -2.9%[76.3 µM]
CCCCNC(=O)CNC(=O)c1nn(-c2ccc(OC)c(Cl)c2)c(=O)c2ccccc12 | -1.0%
COc1ccc(CCNC(=O)C/C(C)=N/NC(=O)c2cnccn2)cc1 | 2.7%[76.3 µM]
COc1cc(OC)c(CN2CCCN(C)CC2)cc1Br | 16.0%[76.3 µM]
CC1Oc2ccccc2N(Cc2ccc(F)cc2)C1=O (centres undefined) | 0.9%
Cc1ccc(C(=O)NCCc2nnc3ccc(SCC(=O)N4CCCCC4)nn23)cc1 | 7.9%[76.3 µM]
COc1ccc(O)c(/C=N/NC(=O)CCC(=O)Nc2cccc(C)c2)c1 | -22.7%
CCOc1ccc2[nH]c(C(=O)N/N=C/c3cccc(OC)c3OC)cc2c1 | -14.5%
COc1ccc(C)cc1NC(=O)CNC(c1ccccc1)c1ccccc1 | 0.1%
Oc1ccc(Nc2nc(-c3cccnc3)cs2)cc1 | 17.8µM*
O=C(COc1ccccc1)Nc1c(C(=O)N2CCC(N3CCCCC3)CC2)oc2ccccc12 | -3.0%[76.3 µM]
CNC(=O)c1cc(C(=O)c2ccc(F)cc2C(F)(F)F)c[nH]1 | 4.7%
Cc1ccccc1C(=O)Nc1ccc(C(=O)N/N=C/c2ccc(O)cc2)cc1 | 2.2%[76.3 µM]
COc1cc(/C=N/n2c(COc3ccccc3)n[nH]c2=S)cc(Br)c1O | 2.0%
CCCCn1c(N)c(N(CC)C(=O)c2ccccc2C(F)(F)F)c(=O)[nH]c1=O | -7.5%
CC1=NN(c2ccccc2)C(=O)C1N=Nc1cccc(O)c1 (centres undefined) | -9.9%[76.3 µM]
Cc1ccccc1N(CC(=O)NCCc1ccccc1)C(=O)CCC(=O)Nc1ccccn1 | -3.7%
Cc1ccc(OCC(=O)Nc2ccncc2)c(C)c1 | 7.5%[76.3 µM]
O/N=C(\C[n+]1ccccc1)c1ccc(Br)cc1 | 0.2%
CC1(C)CC(NC(=O)c2ccccc2)CC(C)(C)N1 | 11.2%[76.3 µM]
NC(=NCc1ccco1)NC(=O)c1ccc(Cl)cc1 | -5.6%
CC(C)(C)c1ccc(S(=O)(=O)NCC2CCCO2)cc1 (centres undefined) | -8.4%[76.3 µM]
COc1ccccc1-c1nc2ccc(Cl)cc2c(=O)n1O | -4.7%
CCc1cc(CNC(=O)C2CCC(=O)N(Cc3ccc(Cl)cc3)C2)on1 (centres undefined) | 5.2%[76.3 µM]
CCCCC(C(=O)NC(C)(C)C)N(Cc1ccccc1Cl)C(=O)c1snc(C(N)=O)c1N (centres undefined) | ?
CC(=O)Oc1ccc(C(=O)Nc2ccc(S(=O)(=O)NCC3CCCO3)cc2)cc1 (centres undefined) | 7.5%
CCc1ccc(N(CC(=O)NCc2cccnc2)S(=O)(=O)c2ccccc2)cc1 | 3.4%[76.3 µM]
CC(CCC(=O)O)C1CC[C@H]2C3CCC4CC(=O)CCC4(C)[C@H]3CC(=O)C12C (some centres undefined) | -3.4%
Cc1ccc(C2=Nn3c(COc4ccc(Cl)cc4)nnc3SC2CC(=O)O)cc1 (centres undefined) | -8.2%[76.3 µM]
C/C(=N\Nc1ccc(Cl)c(C(=O)O)c1)c1cccc2ccccc12 | 11.0%
COc1cc(C(=O)Nc2cc(C)ccn2)ccc1OCC(=O)N1CCOCC1 | -0.8%[76.3 µM]

High-throughput results: PubChem, National Center for Advancing Translational Sciences (NCATS)
